All columns: NCI-60 one-dose screen, growth in % after 48 h at 10 µM unless noted; 100 = growth as untreated, 0 = no growth, -100 = all killed.
M14 – M14 melanoma; 80,000 tested, 6.2% active; AID 1794745
EKVX – EKVX NSCLC. 71,000 tested, 3% active. AID 1794765
SK-MEL-5 – SK-MEL-5 melanoma | 80,000 tested, 6.4% active
A549/ATCC – A549/ATCC NSCLC; 81,000 tested, 3.7% active
UACC-257 – UACC-257 melanoma; 78,000 tested, 4.4% active; AID 1794764
SK-MEL-28 – SK-MEL-28 melanoma; 81,000 tested, 4.1% active
HOP-92 – HOP-92 NSCLC cells; 71,000 tested, 6.3% active
UACC-62 – UACC-62 melanoma; AID 1794756; 81,000 tested, 5.4% active
Starred values were filed as active, the others as inactive; . = not tested or not shown. How the source made its calls: active means growth percent below 10; inactive means the rest.

Compound,HOP-92,M14,UACC-257,SK-MEL-5,EKVX,A549/ATCC,SK-MEL-28,UACC-62
O=C1N(Br)C(=O)C(c2ccc(Cl)cc2)(c2ccc(Cl)cc2)N1Br,77,97,93,96,103,96,115,94
CCC(C(=O)O)N1C(=O)/C(=C/c2ccc(O)c(O)c2)SC1=S (stereo not drawn),101,100,97,100,95,105,103,97
O=C1ON=[N+](c2ccc(Cc3ccc([N+]4=NOC(=O)C4CN4CCOCC4)cc3)cc2)C1CN1CCOCC1 (stereo not drawn),.,70,75,53,70,69,75,53
O=C1c2ccccc2-c2c1c1ccncc1c(=O)n2CCCn1ccnc1,79,63,94,28,97,56,88,40
Cc1cc(Cl)c2c(N(C)C)cccc2n1,115,92,102,101,.,100,113,105
COc1ccc(-c2nnc(COc3ccc(-c4nnc(N)s4)cc3)o2)cc1Cl,54,84,91,.,.,88,87,64
COc1ccc2nc(NNC(=O)c3cnccn3)c3cccn3c2c1,29,-38*,-8.0*,1.0*,2.8*,9.5*,12,-34*
COc1ccc(C2C(C(=O)Nc3cccc(OC)c3)c3ccccc3C(=O)N2C2CCCCC2)cc1 (stereo not drawn),65,66,67,89,.,76,93,68
CC(O)c1cccc([N+](=O)[O-])c1 (stereo not drawn),86,99,100,105,98,99,98,113
CC(C)c1nc(SCC(=O)c2ccccc2)nc(Nc2cccc(S(N)(=O)=O)c2)c1C#N,39,115,110,93,94,94,107,95

An excerpt from further up, as a working copy:
Compound,HOP-92,M14,UACC-257,SK-MEL-5,EKVX,A549/ATCC,SK-MEL-28,UACC-62
O=C1N(Br)C(=O)C(c2ccc(Cl)cc2)(c2ccc(Cl)cc2)N1Br,77,97,93,96,103,96,115,94
CCC(C(=O)O)N1C(=O)/C(=C/c2ccc(O)c(O)c2)SC1=S (stereo not drawn),101,100,97,100,95,105,103,97
O=C1ON=[N+](c2ccc(Cc3ccc([N+]4=NOC(=O)C4CN4CCOCC4)cc3)cc2)C1CN1CCOCC1 (stereo not drawn),.,70,75,53,70,69,75,53
O=C1c2ccccc2-c2c1c1ccncc1c(=O)n2CCCn1ccnc1,79,63,94,28,97,56,88,40
Cc1cc(Cl)c2c(N(C)C)cccc2n1,115,92,102,101,.,100,113,105

Next section.
Compound,HOP-92,M14,UACC-257,SK-MEL-5,EKVX,A549/ATCC,SK-MEL-28,UACC-62
Nc1nc2c(C(=O)N3CCCC3)nnn2c2ccccc12,43,118,125,91,109,110,130,95
Cc1ccc(Cl)cc1Nc1nc(C(F)(F)F)ccc1C(=O)N/N=C/c1c(Cl)cccc1Cl,-31*,11,-27*,-74*,4.9*,-9.2*,19,-18*
COc1ccc(-c2nc3sccn3c2-c2ccnc(NCCNS(=O)(=O)c3cccc4ccccc34)n2)cc1,133,101,114,99,.,97,112,109
COc1ccc(/C=C/C(=O)c2ccc(OC)c(S(N)(=O)=O)c2)c(C(F)(F)F)c1,6.4*,-48*,62,19,14,11,36,31
CC(=O)Nc1c(C)cc(C)cc1[N+](=O)[O-],97,100,86,102,118,94,102,101
CCOC(=O)CCN(c1c(Cl)ssc1=O)C(C)C,97,85,96,98,107,94,93,98
C=C(c1ccc(OC)c(/C=C/C(=O)c2ccc3c(c2)OCO3)c1)c1cc(OC)c(OC)c(OC)c1,13,11,59,0.7*,23,27,12,2.6*
O=C(O)c1ccc(S(=O)(=O)N(Cl)Cl)cc1,96,106,101,107,101,.,106,98
O=C(CN1C(=O)S/C(=C\c2ccc(Br)cc2)C1=O)Nc1ccc(C(=O)/C=C/c2cc3ccccc3nc2Cl)cc1,93,93,98,73,89,97,104,79
CC(=O)OCC1(C)OC(=O)N(Cc2ccc(F)cc2)C1=O (stereo not drawn),112,101,98,101,105,97,110,100
C/C(=C(/c1ccc(Cl)cc1)c1ccc(OCCCN(C)C)cc1)c1ccccc1,76,87,102,89,97,75,88,98
C=CCn1c(SCC(=O)Nc2ccc(/C(C)=N\O)cc2)nnc1-c1cc(-c2ccccc2)nc2ccccc12,99,34,76,48,55,44,87,24
O=[N+]([O-])c1ccc(NC(c2ccc(OC(F)F)c(OCC3CC3)c2)c2nnnn2C2CCCCC2)cc1 (stereo not drawn),91,75,92,84,85,77,94,37
C=CS(=O)(=O)CCO,86,110,.,105,106,103,112,103
c1ccc(-c2cn3c(ccc4ccccc43)n2)cc1,66,32,79,27,73,47,68,44
C=C1C(=O)O[C@H]2[C@H]1CCC(/C=N/c1ncc(Br)cc1N)=C\CC[C@@]1(C)O[C@@H]21,-15*,-12*,22,40,29,57,-26*,23
Cn1cc(-c2nc(N)nnc2-c2c[nH]c3ccccc23)c2cccnc21,68,78,99,65,63,70,87,51
CC(=O)OCC1O[C@@H](O[C@@H]2O[C@H](CO[Si](C)(C)C(C)(C)C)[C@H]3CCCC[C@@H]23)[C@@H](OC(C)=O)C(OC(C)=O)[C@@H]1OC(C)=O (stereo partly drawn),83,97,97,100,89,87,100,81
Nc1ccc(S(=O)(=O)NCC2CCCCO2)cc1 (stereo not drawn),101,103,104,108,88,95,114,89
N#CC(C#N)=C1CCCCC1,94,116,88,101,.,101,104,110
O=S(=O)(Oc1ccc(-c2cn3ccsc3n2)cc1)c1ccc(Cl)c(Cl)c1,110,100,82,97,104,100,101,76
C#CCNC(=O)[C@]12CC[C@@H](C)[C@H](C)[C@@H]1C1=CC[C@@H]3[C@@]4(C)Cc5c([nH]c6ccccc56)C(C)(C)[C@@H]4CC[C@@]3(C)[C@]1(C)CC2,76,90,90,93,84,75,100,82
O=C(c1ccc2nc(NS(=O)(=O)c3ccc4ccccc4c3)sc2c1)N1CCN(/C=C/c2ccccc2)CC1,98,97,91,108,116,92,110,97
CCOC(=O)C(Cc1c[nH]c2ccc([N+](=O)[O-])cc12)C(=O)OCC,87,103,100,101,106,102,100,102
CN(C)CCNC(=O)n1cc(-c2ccncc2)c(-c2cc(O)cc(Cl)c2)n1,.,28,41,77,107,107,35,36
Cc1nnc2nc(N)[nH]n2c1=O,66,99,99,106,.,99,109,115
CC(=O)Nc1cc2ccccc2[n+](C)c1,96,107,103,100,101,93,102,105
C=C(C)[C@@H]1C[C@@H]2Cc3ccc(Cl)c(C)c3N1O2,77,105,90,89,86,90,107,93
Cn1c2ncnc-2c(O)n(C)c1=O,86,100,114,99,102,103,111,98
Cc1c[nH]c(=O)n(Cc2nnc(CCC(=O)c3nc4ccccc4[nH]3)o2)c1=O,53,-17*,81,13,55,21,41,41
CCN(CC)CCCOc1ncnc2ccc(Cl)cc12,108,106,113,101,122,113,108,106
O=c1c2ccccc2ncn1CCOc1ccc(-c2ccccc2)cc1,106,104,103,.,.,102,107,101
c1ccc(C2CCCCC2)cc1,.,101,100,106,.,95,111,104
COc1ccc(-n2c(=O)n(-c3nc4ccc(OC)cc4s3)c(=O)c3cccnc32)cc1,.,99,101,108,93,100,110,91
OC(C(F)(F)F)C(F)(F)Cl (stereo not drawn),.,109,103,100,.,100,104,112
O=C(O)CN1CCc2c(sc3ncnc(N4CCN(c5ccccc5)CC4)c23)C1,92,99,85,99,103,98,105,96
O=C(Nc1ccc(Nc2cc(Nc3ccccc3)ncn2)cc1)Nc1cc(C(F)(F)F)ccc1F,49,57,74,82,81,48,72,66
O=CNc1ccc2c3c(cccc13)-c1ccccc1-2,102,103,103,105,54,53,108,84
CCOC(=O)C1=C2C(=O)[C@@]3(C)CC(=O)C[C@H]3C[C@H](C)[C@H]2CC[C@@H]1C,90,98,97,100,.,90,113,.
C(#Cc1ccccc1)c1ccccc1,.,103,102,116,112,103,114,98

Laid out differently: entries from further up
Values run as follows: HOP-92, M14, UACC-257, SK-MEL-5, EKVX, A549/ATCC, SK-MEL-28, UACC-62
> O=C(Nc1ccc(Nc2cc(Nc3ccccc3)ncn2)cc1)Nc1cc(C(F)(F)F)ccc1F
→ 49, 57, 74, 82, 81, 48, 72, 66
> O=CNc1ccc2c3c(cccc13)-c1ccccc1-2
→ 102, 103, 103, 105, 54, 53, 108, 84
> CCOC(=O)C1=C2C(=O)[C@@]3(C)CC(=O)C[C@H]3C[C@H](C)[C@H]2CC[C@@H]1C
→ 90, 98, 97, 100, ., 90, 113, .

(list continues)
Compound,HOP-92,M14,UACC-257,SK-MEL-5,EKVX,A549/ATCC,SK-MEL-28,UACC-62
CC(O)(c1ccccc1)C(C)(O)c1ccccc1 (stereo not drawn),105,98,101,115,.,102,113,110
C=CCN1C(=O)/C(=C/c2cccc(C(F)(F)F)c2)SC1=Nc1ccc(Cl)c(Cl)c1,81,116,104,93,107,94,105,69
CCc1ccc(-c2ccc(-n3nc(C)c4c(=O)[nH]cnc43)cc2)cc1,98,94,107,96,156,88,116,101
Nc1nc(N)c2cc(Sc3cccc(C(F)(F)F)c3)ccc2n1,28,14,27,21,24,13,58,30
NS(=O)(=O)Oc1ccc(NC(=O)C23CC4CC(CC(C4)C2)C3)cc1F,106,93,96,94,97,95,110,96
COc1ccccc1/C=C1\COc2ccc(-c3ccccc3)cc2C1=O,49,17,57,27,94,38,57,41
C=C(C)[C@@H]1CC[C@]2(C(=O)OC)CC[C@]3(C)[C@H](CC[C@@H]4[C@@]5(C)C/C(=C/c6cccc(I)c6)C(=O)C(C)(C)[C@@H]5CC[C@]43C)[C@@H]12,100,103,107,99,95,101,104,96
O=C1CSC(c2ccccc2Cl)N1c1nnc(Cn2ccnc2)o1 (stereo not drawn),82,92,102,94,90,95,98,89
Clc1ccc2sc(SCCCCn3ccnc3)nc2c1,58,96,95,84,74,86,98,70
CON1CCC[C@]2(C)[C@H]3CC[C@@H]4[C@H]5[C@H]6OC[C@@]5(CCC6(C)C)CC[C@@]4(C)[C@]3(C)CC[C@H]2C1(C)C,96,95,104,99,96,101,103,89
CCOc1ccc2nc(-c3cccc(OCC(=O)NC(C)C)c3)nc(Nc3ccc(-c4cn[nH]c4)cc3)c2c1,-28*,12,-54*,-81*,9.2*,-35*,-71*,-6.3*
COC(=O)c1ccc2[nH]c(O)c(C(=Nc3ccc(N(C)C(=O)CN4CCN(C)CC4)cc3)c3ccc(CO)cc3)c2c1,111,86,123,87,98,109,98,109
C#CCOc1ccccc1C(OC(=O)c1ccc(OC)c(OC)c1)C(=O)NC(C)(C)C(C)(C)C (stereo not drawn),71,92,90,92,83,84,91,74
CCC1(OC(=O)c2ccccc2SSCCOC(=O)CCCCC2SCC3NC(=O)NC32)C(=O)OCc2c1cc1n(c2=O)Cc2cc3ccccc3nc2-1 (stereo not drawn),33,40,13,21,52,47,96,18
Clc1ccc(-n2ncc3c(Nc4ccc(OCc5ccccc5)cc4)ncnc32)cc1,98,94,102,94,.,89,90,105
Cc1ccccc1NC(=O)Nc1ccccc1C,75,109,101,109,111,97,118,109
Brc1c2cccnc2n2nnc3ccccc3c12,63,95,110,66,48,54,103,51
Cc1nn(-c2cc(NC3CCC(O)CC3)c3c(=O)[nH]c(CCC(F)(F)F)cc3c2)c2c1C(=O)CC(C)(C)C2 (stereo not drawn),55,32,63,52,54,39,54,45
c1ccc2[nH]c(-c3ccc(OCCCCCOc4ccc(-c5nc6ccccc6[nH]5)cc4)cc3)nc2c1,-75*,-39*,71,38,87,13,-72*,13
CCOC(=O)c1noc2c1CCc1c-2cn(Cc2ccc(OC)cc2)c1-c1ccccc1,86,84,85,48,88,80,78,73
COc1ccc2cc(-c3nc4c(cnn4-c4ccccc4)c(=O)[nH]3)c(OC)nc2c1,97,96,108,93,102,98,95,91
COc1ccc([N+](=O)[O-])cc1N,.,109,113,122,100,107,107,98
O=C(c1cc2cc(Br)ccc2o1)c1cc2ccccc2oc1=O,79,94,99,98,92,88,109,88
c1ccc(-c2nc3ccccc3s2)nc1,80,105,58,108,93,90,134,81
NS(=O)(=O)c1ccc(Cn2c(=O)c3cc4c(=O)n(Cc5ccc(S(N)(=O)=O)cc5)c(=O)c4cc3c2=O)cc1,89,104,94,100,94,96,106,87
NS(=O)(=O)c1ccc(C(=O)NNCCC(=O)c2ccccc2)cc1,110,108,97,101,103,106,106,97
C=C1C(=O)O[C@H]2[C@H]1CC/C(COC(=O)C(C)c1ccc(CC(C)C)cc1)=C\CC[C@@]1(C)O[C@@H]21 (stereo partly drawn),-27*,16,48,7.8*,46,75,5.2*,6.5*
C=C[C@]1(C)C=C2CC[C@@H]3C(C)(C)C(=O)CC[C@@]3(C)[C@@H]2CC1,98,103,106,109,101,101,113,98
CC(C)C(=O)OCCCCCOC(=O)C(C)C,96,99,105,103,.,106,102,100
COc1cc(-c2nc(C(=O)NCCCC(=O)NO)nn2-c2ccc(Cl)cc2)cc(OC)c1OC,98,106,98,98,97,103,103,106
COc1ccc2cc(-c3ccnc4cc(-c5ccccc5)nn34)ccc2c1,103,93,95,96,105,88,103,73
N#Cc1c(N)nc(-c2cc(F)cc(C(F)(F)F)c2)nc1-c1ccccc1F,35,63,.,94,39,42,76,84
Cc1nc2c(=O)[nH]c(=O)[nH]c2c(=O)[nH]1,105,98,98,102,103,94,108,.
COc1ccc(/C=N\NC(=S)N/N=C/c2ccc(OC)c(OC)c2)cc1OC,94,112,118,98,87,107,111,107
O=C1CNC(c2ccccc2)N1O (stereo not drawn),104,102,106,101,.,104,106,108
COc1ccc(CCC2CC2Cc2ccc(OCc3ccccc3)cc2)cc1 (stereo not drawn),108,107,107,102,100,106,110,92
O=C(/C=C/c1sc(Cl)nc1Cl)c1ccc(F)cc1,97,78,96,94,89,98,97,93
NCc1ccc([N+](=O)[O-])cc1,99,99,89,98,.,96,103,97

Assay outcomes deposited in PubChem by NCI.
